Screens deposited in PubChem BioAssay by several laboratories.
Hsp70 activator = Hsp70 transcriptional activators, primary screen, cell-based, HeLa, Hsp70 promoter luciferase, luminescence, 10 µM; HeLa Hsp70 promoter luciferase reporter; scaled: vehicle 0, proteasome-inhibitor control 100%; activation, % at 10 µM; actives 0.04% (n = 200,000); AID 1203, 2008;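 active = activation above the mean across all tested compounds plus 3 SD, cutoff set per campaign, cut at about 5.5% in these data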;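 note: 100% = MG132 at 30 µM as the positive control and 0% = DMSO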
S1P3 antag = S1P3 receptor antagonists, primary screen, cell-based; Sphingosine 1-phosphate receptor 3 (Homo sapiens), Q99500; CHO S1P3 NFAT-BLA reporter, FRET fluorescence, antagonist mode; inhibition, % at 4.98 µM; actives 0.27% (n = 170,000); AID 485, 2006;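 active = inhibition above the plate cutoff, the mean inhibition of test wells on that plate plus 3 SD, cut at about 28% in these data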;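 note: cells challenged with S1P at its EC80 of 0.8 µM; blue over green emission ratio from cleaved BLA substrate after 4 h stimulation; 0% = S1P-stimulated wells and 100% = unstimulated DMSO-only wells; some compounds past the cut are filed as inactive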
Target sequence (Q99500 whole entry, looked up): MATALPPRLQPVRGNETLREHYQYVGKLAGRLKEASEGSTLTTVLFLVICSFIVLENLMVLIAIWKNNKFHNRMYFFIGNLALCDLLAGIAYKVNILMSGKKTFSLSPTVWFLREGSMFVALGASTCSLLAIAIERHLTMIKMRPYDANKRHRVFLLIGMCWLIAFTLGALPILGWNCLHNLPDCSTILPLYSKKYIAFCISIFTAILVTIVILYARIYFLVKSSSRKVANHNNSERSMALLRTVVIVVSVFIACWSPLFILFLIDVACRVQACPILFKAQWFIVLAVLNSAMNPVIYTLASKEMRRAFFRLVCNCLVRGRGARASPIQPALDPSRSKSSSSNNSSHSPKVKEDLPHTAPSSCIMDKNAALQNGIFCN
DTT redox prof = compounds producing H2O2 with reducing agent – biochemical, NIH compound library profiling, artefact control for MLSCN library redox annotation, primary screen; actives 0.03% (n = 200,000); activation, % at 10 µM; DTT-dependent redox cycling H2O2, phenol red/HRP absorbance; 100% = 100 µM peroxide control, 0% = buffer;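 active = activation of at least 50% relative to the plate's high and low controls in the primary single-dose screen; inactive = activation below 50%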;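 note: compound incubated with DTT at 0.8 mM final as the reducing agent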
Diaphorase inh = diaphorase inhibitors and chemical oxidizers, primary screen, counter-screen for diaphorase-coupled primary assays, biochemical, uHTS, resorufin fluorescence. actives 0.69% (n = 190,000). diaphorase resazurin-to-resorufin fluorescence, NADH, 16 min; bacterial (C. kluyveri) enzyme, not human. inhibition, % at 20 µM;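 active = primary screen inhibition at 20 µM above a set limit, cut at about 50% in these data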;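 note: plate controls were DMSO with full reaction for no effect and wells lacking NADH for full effect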
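material = Clostridium kluyveri diaphorase enzyme | amount = 0.14 U/mL diaphorase, enzyme working solution | schedule = incubation 16 min, room temperature | detection = fluorescence of resorufin formed from resazurin, Ex 544/Em 590 nm | benchmarks = positive control minus NADH, DMSO neutral control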
RAM network inh = inhibitors of the yeast RAM network, primary screen, dse1pr::URA3 reporter, 5-FOA selection; inhibition, % at 50 µM; S. cerevisiae dse1pr::URA3 reporter, 5-FOA growth OD615, 2 d; analog-sensitive cbk1-as2 kinase mutant strain; AID 868, 2007; actives 1.8% (n = 190,000);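 active = inhibition above a set limit, 3 SD over mean compound inhibition, cut at about 8.4% in these data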;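 note: 0% = DMSO-only wells with no growth and 100% = 10 µM 1-NA-PP1 full growth; inhibition rescues growth on 5-FOA so higher OD means more RAM inhibition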
TLR4 MyD88 comp = inhibitors of TLR4-MyD88 association in cells, primary screen, cell-based, HeLa CL3-4, BLA complementation, FRET ratio. Toll-like receptor 4 (Homo sapiens) + Myeloid differentiation primary response protein …. HeLa CL3-4 TLR4/MyD88 BLA complementation. inhibition, % at 8.4 µM. actives 0.18% (n = 200,000). AID 861, 2007; in the data active = inhibition above about 25%;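 note: 0% = vehicle and 100% = reference inhibitor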
Diaphorase act = compounds boosting diaphorase resazurin reduction – biochemical, uHTS, resorufin fluorescence, counter-screen for diaphorase-coupled primary assays, primary screen; actives 0.005% (n = 190,000); activation factor at 20 µM; Diaphorase/resazurin coupled assay, 16 min; active compounds read high; 1 = vehicle wells, 0 = NADH-free wells;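 active = diaphorase activity raised at least twofold by the compound at 20 µM; inactive = activation factor below 2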
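Material: purified diaphorase enzyme from Clostridium kluyveri / Medium: HEPES pH 7.4 buffer with MgCl2 and Tween 20 / Schedule: enzyme reaction of 16 min at room temperature / Measured by: resorufin fluorescence, excitation 544 nm, emission 590 nm / Evaluation: rise in resorufin formation, marking diaphorase activation or chemical reduction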
PMI act satM6P = human PMI activators, high substrate, primary screen, biochemical, fluorescence intensity, near-saturating mannose 6-phosphate; Mannose-6-phosphate isomerase (Homo sapiens), P34949; coupled PMI enzyme assay, resazurin fluorescence, 20 min; active compounds read high; 1 = untreated enzyme, 0 = substrate-free blank; activation factor at 20 µM; actives 0.34% (n = 190,000); AID 1216, 2008;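 active = activation factor of 2 or more at 20 µM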
Target sequence (P34949 whole entry, looked up): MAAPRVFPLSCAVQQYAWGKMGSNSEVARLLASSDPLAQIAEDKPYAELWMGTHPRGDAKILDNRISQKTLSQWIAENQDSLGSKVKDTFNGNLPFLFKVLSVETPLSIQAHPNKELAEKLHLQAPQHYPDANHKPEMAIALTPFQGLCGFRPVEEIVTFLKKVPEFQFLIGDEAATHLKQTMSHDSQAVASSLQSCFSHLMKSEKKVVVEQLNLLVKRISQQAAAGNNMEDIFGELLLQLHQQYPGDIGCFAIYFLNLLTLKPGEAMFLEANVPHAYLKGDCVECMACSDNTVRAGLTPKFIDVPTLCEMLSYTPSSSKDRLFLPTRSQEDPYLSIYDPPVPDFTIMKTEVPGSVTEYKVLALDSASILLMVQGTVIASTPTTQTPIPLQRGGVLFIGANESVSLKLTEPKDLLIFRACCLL
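Test system: human phosphomannose isomerase with PGI, G6PDH, diaphorase coupling enzymes; amount: 15 ng/mL PMI; incubation: enzyme reaction with compound 20 min at room temperature; technique: resorufin fluorescence (Ex 544/Em 590 nm) from resazurin via diaphorase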
L major viab = Leishmania major promastigote growth inhibition, primary screen | Leishmania major promastigotes, resazurin fluorescence viability | inhibition, % at 10 µM | actives 9% (n = 200,000) | AID 1063, 2008;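 note: promastigotes grown with compound for 44 hours at 28 °C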
PMI activator = activators of human PMI, primary screen, biochemical, fluorescence intensity, near-Km mannose 6-phosphate | AID 1214, 2008 | activation factor at 20 µM | actives 0.005% (n = 190,000) | purified human PMI, coupled resazurin fluorescence, 20 min; active compounds read high; 1 = vehicle control, 0 substrate-free wells;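 active = activation factor of 2 or more at 20 µM, relative to plate controls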
G6PDH counter = L. mesenteroides G6PDH inhibitors, counter-screen for G6PDH-coupled screening assays, biochemical, Leuconostoc mesenteroides enzyme; actives 0.12% (n = 200,000); AID 1020, 2008; glucose-6-phosphate dehydrogenase [Leuconostoc mesenteroides]; Purified L. mesenteroides G6PDH, diaphorase/resazurin coupled fluorescence, 45 min; inhibition, % at 5 µM
An asterisk follows results filed as active; nt = not tested or not shown. Cut-off read from the data, not from the text of the source, unless noted: active = inhibition above about 50%; inactive = the rest.

The first 3 entries (preview)
SMILES	Hsp70 activator	S1P3 antag	DTT redox prof	Diaphorase inh	RAM network inh	TLR4 MyD88 comp	Diaphorase act	PMI act satM6P	L major viab	PMI activator	G6PDH counter
CCn1nc(C(=O)Nc2ccc(S(=O)(=O)Nc3ncccn3)cc2)c2ccccc2c1=O	0.0	3	0.4	4	7.7	7	1	1	-6	1.1	-4
CCOc1ccccc1C(=O)NCCCN1CCN(CCCNC(=O)c2ccccc2OCC)CC1	0.0	0	0.7	6	1.3	-10	0.9	0.9	1	0.9	-16
CCOC(CNC(=O)CCc1c(C)nc2nc(C)nn2c1C)OCC	-0.2	nt	-2.9	0	1.1	-3	1	0.9	-3	0.8	5

This part in full, from the first entry:
SMILES	Hsp70 activator	S1P3 antag	DTT redox prof	Diaphorase inh	RAM network inh	TLR4 MyD88 comp	Diaphorase act	PMI act satM6P	L major viab	PMI activator	G6PDH counter
CCn1nc(C(=O)Nc2ccc(S(=O)(=O)Nc3ncccn3)cc2)c2ccccc2c1=O	0.0	3	0.4	4	7.7	7	1	1	-6	1.1	-4
CCOc1ccccc1C(=O)NCCCN1CCN(CCCNC(=O)c2ccccc2OCC)CC1	0.0	0	0.7	6	1.3	-10	0.9	0.9	1	0.9	-16
CCOC(CNC(=O)CCc1c(C)nc2nc(C)nn2c1C)OCC	-0.2	nt	-2.9	0	1.1	-3	1	0.9	-3	0.8	5
COc1ccc(-n2c(Cc3cccn3C)nnc2SCC(=O)NCc2ccccc2Cl)cc1	-0.4	-1	-0.7	20	2.8	-9	0.8	0.9	1	0.9	12
Cc1ccc(-n2c(-c3cccc(C)c3)n[nH]c2=S)cc1	-0.1	nt	-1.6	25	2.3	-2	0.8	1	-3	1	0
CCOC(=O)N1CCN(C(=O)CSc2ccc3nnc(CCNC(=O)c4ccc(OC)cc4)n3n2)CC1	0.1	3	-0.8	7	0.5	-5	0.9	0.9	-6	1	7
Cc1ccc(NC(=O)c2nc(C)n(-c3ccc([N+](=O)[O-])cc3)n2)cc1	-0.1	nt	1.1	12	5.4	5	0.9	0.9	4	0.8	-20
O=C(NCc1ccc(Cl)cc1)NCc1ccc(Cl)cc1	0.1	-2	0.3	0	2.4	2	1	0.9	-7	0.9	11
N/C(=N\OC(=O)Nc1ccc(Cl)c(Cl)c1)c1ncc(C(F)(F)F)cc1Cl	0.0	nt	0.3	9	1.0	5	0.9	1	-5	1	1
O=C(O)/C=C/C(=O)Nc1ccc(OC(F)(F)Cl)cc1	0.1	13	-0.4	6	-0.9	5	0.9	1	-2	1	8
COc1ccc(NC(=O)Nc2cc(C)ccc2F)cc1	0.3	nt	0.2	16	0.8	2	0.8	1	6	1	1
O=C(Cn1cc(C(=O)C2CC2)c2ccccc21)NCC1CCCO1 (stereo unspecified)	0.7	-18	0.9	15	1.1	12	0.8	1	-1	1	-2
C=CCn1cc(/C=N/NC(=O)COc2cccc3cccnc23)c2ccccc21	-0.2	-2	0.7	-2	3.7	-4	1	1.3	3	1.2	-20
O=C(c1ccco1)N1CCN(C(=O)C2CCN(S(=O)(=O)c3cnc[nH]3)CC2)CC1	-0.1	-31	-2.6	-1	0.8	-4	1	1	19	1	2
COc1ccc2cc(/C=N/NC(=O)CN(c3ccccc3C)S(=O)(=O)c3ccccc3)c(Cl)nc2c1	-0.3	-9	0.2	-4	7.6	3	1	1.1	37	0.9	-13
c1ccc(C2CCC3(CC2)Oc2ccccc2C2CC(c4cccnc4)=NN23)cc1 (stereo unspecified)	-0.4	0	0.5	8	-1.1	-11	0.9	1.6	89*	1.3	7
O=C(CCOc1ccccc1)N1CCN(S(=O)(=O)c2cccs2)CC1	-0.3	nt	-7.9	13	nt	7	0.9	1	3	1	0
COC(=O)c1c(NC(=O)c2nc3nc(C)cc(C(F)F)n3n2)sc2c1CCC2	-0.1	nt	-0.1	20	2.9	0	0.8	0.9	25	0.9	3
CCOC(=O)CNC(=O)CSc1nnc(-c2ccc(OC)cc2)n1CC	-0.4	nt	-0.5	2	0.7	-6	1	1	-8	1	3
Cc1ccsc1/C=N\NC(=O)Cn1nnc2ccccc21	0.0	6	0.1	8	1.4	0	0.9	1	-7	0.9	2
Cc1ccc(-n2c3c(cc(C(=O)N4CCN(C)CC4)c2=O)C(=O)CC(C)(C)C3)cc1	0.1	nt	0.3	10	0.6	-17	0.9	0.9	-4	0.9	17
Cc1cc(N)n(-c2ccccc2C)n1	0.2	-16	0.0	10	1.0	-5	0.9	0.9	-4	0.9	10
COC(=O)c1cc2c(-c3ccccc3)cc3ccccn3c-2c1C(=O)OC	0.0	nt	-0.2	29	6.4	-2	0.7	1	88*	0.9	-4
COc1ccc(CNC(=O)c2cccc3c2C(=O)N(Cc2cccnc2)C3)cc1	-0.3	-28	-2.4	13	-0.1	6	0.9	1	-5	1	-2
COc1cc(C(=O)CSc2nncn2C)cc(OC)c1OC	-0.1	-2	0.9	17	3.4	-10	0.8	1	2	0.9	12
CC(/C=C/c1ccc2c(c1)OCO2)=N/NC(=O)COc1ccc(C)cc1	-0.5	4	0.4	13	2.6	10	0.9	0.8	-2	0.8	-43
CC(=O)c1ccc(NC(=O)CN2C(=O)/C(=C/C=C/c3ccccc3)SC2=S)cc1	0.0	0	0.2	20	5.7	-5	0.8	1.2	-7	1.1	-2
O=C(Nc1cccc([N+](=O)[O-])c1)N1CCN(c2ccccc2)CC1	0.0	9	0.2	15	3.0	-7	0.8	0.9	-1	1	9
Cc1cc2oc(=O)cc(CN3CCCCC3)c2cc1C(C)C	-0.3	42	0.2	11	1.1	19	0.9	1	8	0.9	-11
CC(=O)c1sc(NC(=O)COc2ccc(C(C)C)c(C)c2)nc1C	-0.3	-1	-0.1	2	5.0	-3	1	1.1	-2	1.1	-5
Cc1nc2ccc(S(=O)(=O)NC(C(=O)N3CCC(C)CC3)C(C)C)cc2s1 (stereo unspecified)	-0.3	-15	-1.2	10	0.4	-1	0.9	1	-6	1.1	12
CCOC(=O)Cn1c(=O)oc2cc(S(=O)(=O)NCC3CCCO3)ccc21 (stereo unspecified)	-0.3	18	0.0	10	2.1	-4	0.9	1.1	-6	1	-6
N#Cc1ccc(CSc2nnc(-c3ccccc3)n2Cc2ccco2)cc1	-0.2	nt	2.0	28	1.1	1	0.7	1	8	1	-4
Cc1cc(NS(=O)(=O)c2ccc(NC(=S)NC(=O)c3ccc(Cl)cc3Cl)cc2)no1	-0.2	nt	0.3	18	2.0	-2	0.8	0.9	-11	0.9	-6
CCOc1cc(CN2CCCCC2)ccc1OC	-0.1	-6	0.7	12	2.2	-1	0.9	0.9	-1	0.8	4
CCOc1ccccc1Nc1nc(N)nc(CSc2nccc(C)n2)n1	-0.2	-1	0.5	2	1.0	13	1	1	7	0.9	-3
CCCCOC(=O)n1c(=O)oc2ccccc21	-0.3	18	1.7	10	1.1	3	0.9	1	-5	0.9	-2
CO/N=C/C(=N\Nc1ccccc1)C(=O)c1ccccc1	-0.2	-3	-1.0	6	2.0	5	0.9	1	5	1	-1
CC1CCc2c(sc(NC(=O)c3ccc(Cn4cc([N+](=O)[O-])cn4)o3)c2C#N)C1 (stereo unspecified)	-0.5	nt	2.7	32	3.3	2	0.7	0.9	-9	0.9	-1
Cc1ccc2c(c1)nnn2C1CCN(S(=O)(=O)c2ccc3ccccc3c2)CC1	-0.1	nt	0.6	7	1.0	6	0.9	1	-2	1	10
CCS(=O)(=O)N1CCN(CC(=O)NC2CCCCC2)CC1	-0.5	-15	-0.3	14	2.5	-5	0.9	1.1	-4	1.1	-3
CCOC(=O)Cc1csc(NC(=O)c2c(O)c3ccccc3n(CC(C)C)c2=O)n1	-0.5	nt	0.2	20	13*	-2	0.8	1	79*	0.9	2
CCOC(=O)N1CCC(NC(=O)Cn2ncc3c2-c2cc(C)ccc2OC3)CC1	-0.2	-19	-1.3	-12	1.5	2	1.1	1	1	1.1	5
COc1ccc(Nc2nc(Nc3ccc(OC)cc3)nc(SC3=NCCS3)n2)cc1	-0.7	nt	0.1	26	2.3	5	0.7	0.9	10	1	8
COc1ccc2oc(C(=O)OCC(=O)NC(=O)NC(C)C)c(C)c2c1	-0.5	nt	-0.1	12	3.2	1	0.9	1	-5	0.9	2
CC(=O)N1c2ccccc2N2C(c3c(C)c(C)cc(C)c3C)=NON12	-0.1	6	-0.7	-2	-0.4	9	1	0.9	16	1	8
O=C(O)Cn1ncc2c1-c1ccoc1CC2	1.0	-45	-0.9	8	0.3	0	0.9	0.7	-5	0.9	21
COC(=O)Cn1c(=NC(=O)c2cc(OC)c(OC)c(OC)c2)sc2cc(OC)ccc21	-0.3	8	0.3	3	5.0	-9	1	1.1	55*	1.1	-1
CC1=CC2=NC(=O)/C(=C\c3cc(C)n(-c4ccccc4)c3C)C(=N)N2O1	-0.3	7	0.1	0	2.7	8	1	0.9	21	1	-16
CCOC(=O)Cn1c(Br)nc2c1c(=O)[nH]c(=O)n2C	0.2	nt	-1.7	2	0.3	9	1	1.1	4	1	1
Cc1ccc(-c2nc(C#N)c(NCCN3CCCCC3)o2)cc1	-0.3	-9	-4.4	-10	0.5	-6	1.1	1	21	1	7
CCN(CC)CCN1C(=O)c2ccccc2NC1c1ccc(N(C)C)cc1 (stereo unspecified)	-0.3	nt	-0.2	-3	-0.9	-6	1	0.9	2	1	7
O=C(O)c1cc2ccc3ccccc3c2oc1=O	-0.1	nt	0.4	5	-1.6	-2	1	0.9	9	1.2	8
Oc1ccc(Br)cc1/C=N/n1cnc2ccccc21	-0.3	-13	0.0	7	-0.1	13	0.9	1	43	1	-4
